GLD-1 RNA inh = GLD-1-TGE RNA interaction inhibition (C. elegans). 320,000 tested, 0.44% active. purified GLD-1 + fluorescein TGE RNA, fluorescence polarization. Q17339. AID 2280. inhibition, % at 5.96 µM;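 active means percent inhibition above a per-plate cutoff, the plate mean of test compounds plus 3 SD, cut at about 30% in these data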;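 further: 0% = DMSO wells with GLD-1 and probe and 100% = wells lacking GLD-1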
Target sequence (Q17339 whole entry, looked up): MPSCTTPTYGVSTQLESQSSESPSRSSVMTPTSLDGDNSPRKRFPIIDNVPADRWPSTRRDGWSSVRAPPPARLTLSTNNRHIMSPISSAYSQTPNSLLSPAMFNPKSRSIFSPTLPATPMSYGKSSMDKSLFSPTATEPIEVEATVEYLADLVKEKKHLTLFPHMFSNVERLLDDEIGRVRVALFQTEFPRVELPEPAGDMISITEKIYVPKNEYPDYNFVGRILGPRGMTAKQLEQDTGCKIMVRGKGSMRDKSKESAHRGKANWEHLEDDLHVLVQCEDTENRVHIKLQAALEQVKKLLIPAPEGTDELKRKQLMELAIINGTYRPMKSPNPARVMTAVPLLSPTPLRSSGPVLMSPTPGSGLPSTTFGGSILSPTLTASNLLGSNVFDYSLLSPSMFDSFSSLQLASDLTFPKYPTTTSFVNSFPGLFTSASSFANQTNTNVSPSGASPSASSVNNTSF
EBNA-1 inh = blocks EBNA-1 binding to DNA | EBNA-1 DNA binding, fluorescence polarization | inhibition, % at 14.8 µM | 300,000 tested, 0.34% active; in the data active means inhibition above about 28%
MCL1 BIM primary = inhibitors of human MCL1 binding to BIM-BH3 peptide; Q07820; GST-MCL1 / FITC-Bim-BH3 fluorescence polarization; inhibition, % at 10.9 µM; 320,000 tested, 0.68% active; AID 2057;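 active means inhibition above the mean inhibition of all tested compounds plus 3 SD, set per campaign, cut at about 40% in these data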;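 further: 0% = DMSO wells and 100% = unlabeled Bim-BH3 peptide control; higher means more loss of mP so more displacement of Bim peptide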
Efflux pump mplx = blocks antifungal efflux pumps in multiplex yeast assay; inhibition, % at 10 µM; AID 485275; S. cerevisiae Candida pump triplex, Nile Red efflux; 330,000 tested, 0.44% active;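 active means plate passing quality check with inhibition over a set limit, or well fluorescence over plate mean plus 4 SD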;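 further: Nile Red retained in pooled yeast measured as flow cytometry median fluorescence; 0% = buffer negative control and 100% = Enniatin B positive control; higher means more Nile Red kept so more efflux inhibition; some compounds called inactive have numbers as strong as hits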
BCLXL inh = inhibitors of human Bcl-xL. Q07817. GST-Bcl-xL / FITC-Bim BH3 peptide fluorescence polarization. inhibition, % at 10.9 µM. 320,000 tested, 0.7% active. AID 2129;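 active means inhibition above the mean of all tested compounds plus 3 SD, cutoff set per campaign, cut at about 30% in these data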;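 further: 0% = DMSO wells and 100% = unlabeled Bim-BH3 peptide competitor; inhibitors lower millipolarization by displacing the labeled peptide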
Fam108B inh = counter-screen for RBBP9 inhibitors: inhibitors of mouse Fam108B; recombinant Fam108B, FP-Rh probe fluorescence polarization; inhibition, % at 9.51 µM; 300,000 tested, 0.33% active; AID 1947;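 active means inhibition above the screen mean inhibition plus 3 SD, computed separately per campaign, cut at about 18% in these data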;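 further: inhibitors lower polarization as less probe binds the enzyme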
ZTA counter = counter-screen for EBNA-1 inhibitors: inhibitors of Epstein-Barr virus ZTA; inhibition, % at 11 µM; ZTA-DNA binding, fluorescence polarization; 320,000 tested, 0.15% active; in the data active means inhibition above about 33%
Yeast superoxide = lowers age-related superoxide in aged yeast cells; S. cerevisiae aged cells, superoxide DHE fluorescence; active compounds read low; AID 2690; superoxide response (% of plate mean), % at 10 µM; 330,000 tested, 0.18% active;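 active means superoxide response under a set limit, about three screen SD below normal, cut at about 65% in these data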;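 further: yeast aged for seven days with compound at 30 °C before DHE staining; 100% = average MFI of all compound-treated wells on the plate with controls excluded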
MEX-5 binding = C. elegans MEX-5 TCR-2 RNA binding activity; Q9XUB2; MEX-5/FITC-TCR2 RNA binding, fluorescence polarization; active compounds read low; AID 1832; activity score (negative = inhibition of binding), % at 10 µM; 300,000 tested, 0.38% active;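 active means inhibition past about -25% in most replicates, and total fluorescence under double the plate's negative control median, limit read from the data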;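 further: 0% = DMSO and -100% = 5 µM competing unlabeled TCR2 RNA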
Target sequence (Q9XUB2 whole entry, looked up): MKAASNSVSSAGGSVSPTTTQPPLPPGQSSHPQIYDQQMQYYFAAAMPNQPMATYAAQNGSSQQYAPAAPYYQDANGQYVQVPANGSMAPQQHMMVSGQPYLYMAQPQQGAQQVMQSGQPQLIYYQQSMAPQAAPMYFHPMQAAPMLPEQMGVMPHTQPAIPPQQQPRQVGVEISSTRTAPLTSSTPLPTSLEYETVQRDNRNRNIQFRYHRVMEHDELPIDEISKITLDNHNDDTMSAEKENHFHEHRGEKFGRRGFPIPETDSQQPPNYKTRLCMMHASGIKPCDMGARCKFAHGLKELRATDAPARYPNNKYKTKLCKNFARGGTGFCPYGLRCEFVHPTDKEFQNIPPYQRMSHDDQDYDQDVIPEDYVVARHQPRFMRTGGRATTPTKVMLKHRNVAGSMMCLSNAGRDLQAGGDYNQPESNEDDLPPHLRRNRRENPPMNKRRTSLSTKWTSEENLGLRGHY
Active calls of the source: *.

Results for NS(=O)(=O)c1cccc(NC(=O)c2cc(=O)c3ccccc3o2)c1 ?
GLD-1 RNA inh: -3; EBNA-1 inh: -16; MCL1 BIM primary: 7; Efflux pump mplx: 0.2; BCLXL inh: 1; Fam108B inh: 4; ZTA counter: -3; Yeast superoxide: 95; MEX-5 binding: -2.0

How did Cc1csc(NC(=O)CCC(=O)c2cccs2)n1 do in these assays?
GLD-1 RNA inh: 3; EBNA-1 inh: -6; MCL1 BIM primary: 2; Efflux pump mplx: 0.1; BCLXL inh: 3; Fam108B inh: 1; ZTA counter: -2; Yeast superoxide: 95; MEX-5 binding: 1.1

How did CCN(CC)CCNC(=O)c1ccc(NC(=O)COc2ccc3c(c2)CCC3)cc1 do in these assays?
GLD-1 RNA inh: 3; MCL1 BIM primary: -6; Efflux pump mplx: -0.5; BCLXL inh: 0; ZTA counter: 6; Yeast superoxide: 97

What do the screens show for `Cn1nnc(NC(=S)NC(=O)c2ccc(-c3ccc(Br)cc3)o2)n1`?
GLD-1 RNA inh: 2; EBNA-1 inh: 5; MCL1 BIM primary: 8; Efflux pump mplx: 0.1; BCLXL inh: 13; Fam108B inh: -1; ZTA counter: -1; Yeast superoxide: 90; MEX-5 binding: -2.0

How did COc1cc(C(=O)NCc2cn3ccccc3n2)cc(OC)c1OC do in these assays?
GLD-1 RNA inh: 4; EBNA-1 inh: -2; MCL1 BIM primary: 5; Efflux pump mplx: 0.3; BCLXL inh: 3; Fam108B inh: -2; ZTA counter: -10; Yeast superoxide: 95; MEX-5 binding: -0.1

How did CN(CCOc1ccc(Cl)cc1)Cc1cccc(S(=O)(=O)N(C)C)c1 do in these assays?
GLD-1 RNA inh: -1; EBNA-1 inh: 1; MCL1 BIM primary: 3; Efflux pump mplx: 0.0; BCLXL inh: 7; Fam108B inh: -2; ZTA counter: -2; Yeast superoxide: 88; MEX-5 binding: 0.6

Results for COc1ccc(/C=N/NC(=O)C(=O)NCc2cccnc2)cc1 ?
GLD-1 RNA inh: 4; EBNA-1 inh: 0; MCL1 BIM primary: 6; Efflux pump mplx: 0.0; BCLXL inh: 8; Fam108B inh: -5; ZTA counter: -7; Yeast superoxide: 95; MEX-5 binding: -2.3

How did CCCOC(=O)c1c(NC(=O)C2CCCO2)sc(C(=O)OC)c1C (centres undefined) do in these assays?
GLD-1 RNA inh: -12; EBNA-1 inh: -7; MCL1 BIM primary: -6; Efflux pump mplx: 2.1; BCLXL inh: -5; Fam108B inh: -5; ZTA counter: 0; Yeast superoxide: 93; MEX-5 binding: -2.4

What do the screens show for `Cc1ccc(-c2nn(-c3ccccc3)cc2C2CC(c3ccccc3)=NN2C(=O)CCC(=O)O)cc1` (centres undefined)?
GLD-1 RNA inh: 2; EBNA-1 inh: -1; MCL1 BIM primary: 6; Efflux pump mplx: 0.0; BCLXL inh: 5; Fam108B inh: -4; ZTA counter: 14; Yeast superoxide: 74; MEX-5 binding: -1.4

What do the screens show for `CC(=O)Nc1ccc(SC[C@H](Cc2ccccc2)N2CC[C@@H](C)CCC2=O)cc1`?
GLD-1 RNA inh: -3; MCL1 BIM primary: 9; Efflux pump mplx: -0.1; BCLXL inh: 7; ZTA counter: 3; Yeast superoxide: 92

How did O=C(CN1CCOCC1)Nc1ccc(Cl)cn1 do in these assays?
GLD-1 RNA inh: -5; EBNA-1 inh: -4; MCL1 BIM primary: 3; Efflux pump mplx: 0.0; BCLXL inh: 5; Fam108B inh: 1; ZTA counter: -16; Yeast superoxide: 100; MEX-5 binding: 0.8

Results for O=C1C2C3C=CC(CC3)C2C(=O)N1c1ccccc1[N+](=O)[O-] (centres undefined) ?
GLD-1 RNA inh: -9; EBNA-1 inh: -15; MCL1 BIM primary: 2; Efflux pump mplx: 0.1; BCLXL inh: -2; Fam108B inh: 0; ZTA counter: -9; Yeast superoxide: 125; MEX-5 binding: 0.1

Results for CC(=C/c1ccccc1)/C=N/NC(=O)c1ccc2nc[nH]c2c1 ?
GLD-1 RNA inh: 3; EBNA-1 inh: 8; MCL1 BIM primary: 9; Efflux pump mplx: -0.1; BCLXL inh: 3; Fam108B inh: 0; ZTA counter: -6; Yeast superoxide: 96; MEX-5 binding: 1.8

Results for CC(OC(=O)CCC1CCCC1)C(=O)Nc1ccccc1[N+](=O)[O-] (centres undefined) ?
GLD-1 RNA inh: 4; EBNA-1 inh: -12; MCL1 BIM primary: 0; Efflux pump mplx: -0.1; BCLXL inh: 0; Fam108B inh: 1; ZTA counter: 2; Yeast superoxide: 115; MEX-5 binding: 0.3

How did CCC(=O)Nc1ccc(C(=O)OCC(=O)c2cccs2)cc1 do in these assays?
GLD-1 RNA inh: 11; EBNA-1 inh: 13; MCL1 BIM primary: -1; Efflux pump mplx: -0.1; BCLXL inh: 6; Fam108B inh: -5; ZTA counter: -9; Yeast superoxide: 107; MEX-5 binding: -4.8

What do the screens show for `O=C(CNS(=O)(=O)c1c(Cl)cccc1Cl)OCC(=O)c1ccc[nH]1`?
GLD-1 RNA inh: -1; EBNA-1 inh: 6; MCL1 BIM primary: 16; Efflux pump mplx: 0.0; BCLXL inh: 8; Fam108B inh: 1; ZTA counter: 8; Yeast superoxide: 113; MEX-5 binding: -0.9

Results for CC1CC(C)CN(C(=O)CSc2nnc(-c3ccc(F)cc3)o2)C1 (centres undefined) ?
GLD-1 RNA inh: 2; EBNA-1 inh: -4; MCL1 BIM primary: -4; Efflux pump mplx: 0.1; BCLXL inh: 1; Fam108B inh: 0; ZTA counter: -3; Yeast superoxide: 107; MEX-5 binding: -0.2

How did CCOC(=O)c1oc2ccc(S(=O)(=O)N3CCOCC3)cc2c1C do in these assays?
GLD-1 RNA inh: 2; EBNA-1 inh: 18; MCL1 BIM primary: 6; Efflux pump mplx: -0.1; BCLXL inh: 2; Fam108B inh: -3; ZTA counter: 26; Yeast superoxide: 80; MEX-5 binding: -0.7

Results for CCOC(=O)c1cc(C#N)c(SC(C)C(=O)NC2CCCCC2)nc1C (centres undefined) ?
GLD-1 RNA inh: 8; MCL1 BIM primary: 3; Efflux pump mplx: 0.0; BCLXL inh: 7; ZTA counter: -5; Yeast superoxide: 115

How did CCCC(=O)Nc1sc(C)c(C)c1C#N do in these assays?
GLD-1 RNA inh: 6; EBNA-1 inh: 7; MCL1 BIM primary: 2; Efflux pump mplx: 0.0; BCLXL inh: 0; Fam108B inh: -2; ZTA counter: -11; Yeast superoxide: 120; MEX-5 binding: -0.4

Results for Cc1noc(C)c1COc1ccccc1C(=O)N(C)CC(=O)Nc1ccc(F)cc1 ?
GLD-1 RNA inh: 2; EBNA-1 inh: -7; MCL1 BIM primary: -9; Efflux pump mplx: 0.0; BCLXL inh: -5; Fam108B inh: -1; ZTA counter: 3; Yeast superoxide: 94; MEX-5 binding: 4.1

What do the screens show for `CCOC(=O)N1CCC(N2CCCC(CO)(Cc3cccc(Cl)c3)C2)CC1` (centres undefined)?
GLD-1 RNA inh: -16; EBNA-1 inh: 6; MCL1 BIM primary: -3; Efflux pump mplx: 0.0; BCLXL inh: 0; Fam108B inh: 0; ZTA counter: 3; Yeast superoxide: 106; MEX-5 binding: 1.5

What do the screens show for `O=C(NCc1ccc2c(c1)OCO2)C1CC(=O)N(C2CCCCCC2)C1` (centres undefined)?
GLD-1 RNA inh: -1; EBNA-1 inh: -1; MCL1 BIM primary: -3; Efflux pump mplx: 0.0; BCLXL inh: 5; Fam108B inh: -7; ZTA counter: 10; Yeast superoxide: 97; MEX-5 binding: 2.7

How did Cc1cccc(NC(=O)c2cc(=O)[nH]c3ccccc23)c1 do in these assays?
GLD-1 RNA inh: 2; EBNA-1 inh: 0; MCL1 BIM primary: 1; Efflux pump mplx: -0.1; BCLXL inh: 3; Fam108B inh: 3; ZTA counter: -2; Yeast superoxide: 107; MEX-5 binding: 0.0

What do the screens show for `CCOc1ccc(N2C(=O)CN(O)C=C3N=c4ccccc4=C32)cc1`?
GLD-1 RNA inh: 6; EBNA-1 inh: 14; MCL1 BIM primary: -1; Efflux pump mplx: -0.1; BCLXL inh: 1; Fam108B inh: -4; ZTA counter: 1; Yeast superoxide: 94; MEX-5 binding: 0.2

Results for Cc1ccccc1C(=O)N1CCN(c2ncccn2)CC1 ?
GLD-1 RNA inh: 5; EBNA-1 inh: 0; MCL1 BIM primary: 9; Efflux pump mplx: 0.0; BCLXL inh: 1; Fam108B inh: -5; ZTA counter: 8; Yeast superoxide: 99; MEX-5 binding: 0.0

Results for O=C(O)C1Cc2ccccc2CN1C(=O)c1ccco1 (centres undefined) ?
GLD-1 RNA inh: -1; EBNA-1 inh: -5; MCL1 BIM primary: 15; Efflux pump mplx: 0.2; BCLXL inh: 9; Fam108B inh: -1; ZTA counter: 0; Yeast superoxide: 113; MEX-5 binding: -0.1

How did Cc1c(C(=O)c2ccc(Cl)cc2Cl)cnc2cc3c(cc12)OCO3 do in these assays?
GLD-1 RNA inh: 3; EBNA-1 inh: -2; MCL1 BIM primary: 6; Efflux pump mplx: 0.0; BCLXL inh: 4; Fam108B inh: -4; ZTA counter: 24; Yeast superoxide: 106; MEX-5 binding: 0.2

Results for O=C(OCc1cccc(Cl)c1)c1cc(S(=O)(=O)N2CCCCC2)ccc1N1CCOCC1 ?
GLD-1 RNA inh: 7; EBNA-1 inh: -1; MCL1 BIM primary: 7; Efflux pump mplx: 0.0; BCLXL inh: 8; Fam108B inh: 1; ZTA counter: -1; Yeast superoxide: 96; MEX-5 binding: 2.1

How did COc1cc([C@H]2Oc3c(OC)cc(CCCO[C@@H]4O[C@H](CO)[C@@H](O)[C@H](O)[C@H]4O)cc3[C@@H]2CO)ccc1O do in these assays?
GLD-1 RNA inh: -1; EBNA-1 inh: -12; MCL1 BIM primary: 4; Efflux pump mplx: 0.4; BCLXL inh: 4; Fam108B inh: 0; ZTA counter: -10; Yeast superoxide: 111

What do the screens show for `CCN(CC)S(=O)(=O)c1cc(NC(=O)CNc2cccc(S(=O)(=O)N3CCOCC3)c2)ccc1C`?
GLD-1 RNA inh: 5; EBNA-1 inh: 0; MCL1 BIM primary: 2; Efflux pump mplx: -0.1; BCLXL inh: 3; Fam108B inh: 1; ZTA counter: 1; Yeast superoxide: 106; MEX-5 binding: -4.2

What do the screens show for `CCC(=O)Nc1cccc(C2=NOC3(C2)C[C@@H](C(N)=O)N(C(=O)c2cc([N+](=O)[O-])cc([N+](=O)[O-])c2)C3)c1` (some centres undefined)?
GLD-1 RNA inh: -9; EBNA-1 inh: 2; MCL1 BIM primary: -7; Efflux pump mplx: 0.0; BCLXL inh: -5; Fam108B inh: 2; ZTA counter: -8; Yeast superoxide: 115; MEX-5 binding: 2.0

Of the compounds above, these contain a COOH group.
What do the screens show for `Cc1ccc(-c2nn(-c3ccccc3)cc2C2CC(c3ccccc3)=NN2C(=O)CCC(=O)O)cc1` (centres undefined)?
GLD-1 RNA inh: 2; EBNA-1 inh: -1; MCL1 BIM primary: 6; Efflux pump mplx: 0.0; BCLXL inh: 5; Fam108B inh: -4; ZTA counter: 14; Yeast superoxide: 74; MEX-5 binding: -1.4

Results for O=C(O)C1Cc2ccccc2CN1C(=O)c1ccco1 (centres undefined) ?
GLD-1 RNA inh: -1; EBNA-1 inh: -5; MCL1 BIM primary: 15; Efflux pump mplx: 0.2; BCLXL inh: 9; Fam108B inh: -1; ZTA counter: 0; Yeast superoxide: 113; MEX-5 binding: -0.1

Bioassay records from PubChem BioAssay.
